TRHR enhancer: allosterically enhances the human TRH receptor; enhancement, % at 2 µM; TRHR cells, fluo-8 calcium fluorescence, EC20 TRH enhancement; 360,000 tested, 0.66% active; P34981; in the data active means enhancement above about 30%; further: 0% is about no effect
Target sequence (P34981 whole entry, looked up): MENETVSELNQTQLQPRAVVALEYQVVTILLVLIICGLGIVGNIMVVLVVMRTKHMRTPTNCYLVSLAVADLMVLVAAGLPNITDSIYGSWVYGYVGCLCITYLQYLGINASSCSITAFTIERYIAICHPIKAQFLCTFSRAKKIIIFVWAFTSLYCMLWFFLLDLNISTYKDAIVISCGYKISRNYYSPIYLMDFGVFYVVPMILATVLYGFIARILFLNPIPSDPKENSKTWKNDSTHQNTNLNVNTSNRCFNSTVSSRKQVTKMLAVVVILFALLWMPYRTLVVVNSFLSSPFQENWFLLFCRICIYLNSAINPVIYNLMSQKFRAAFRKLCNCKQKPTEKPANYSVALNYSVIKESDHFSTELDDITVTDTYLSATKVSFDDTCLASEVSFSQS
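Enhancer read-out: after compound pinning and an initial kinetic agonist-mode read, an EC20 of TRH (10 nM final) was injected and fluo-8 calcium signal (Ex 480/Em 530) followed at 1 s/cycle for 100 cycles in TRHR-expressing cells.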
D1 potentiator: potentiators of human D1 dopamine receptor. P21728. HEK293 TREx D1 cells, calcium flux, dopamine EC20 potentiation. potentiation, % at 10 µM. AID 504651. 360,000 tested, 0.036% active; in the data active means potentiation above about 30%; further: 0% is about no effect
D1 antag: human D1 dopamine receptor antagonism; HEK293 TREx D1 cells, calcium flux, dopamine EC80; hits give low values; activity change, negative = inhibition, % at 10 µM; AID 504652; 360,000 tested, 3.2% active; in the data active means activity change below about -30%; further: on the % scale 0 is the no-effect control and ±100 the full control effect
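Antagonism measured as reduced calcium response to an EC80 dopamine addition following 180 s compound pre-read; cells were inducible HEK293 Trex D1 plated overnight at 30 C, read kinetically at 1 cycle/sec.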
RXFP1 agonist: agonists of human relaxin receptor RXFP1. Q9HBX9. HEK293T-RXFP1 cAMP TR-FRET, 30 min; response scale: percent of porcine relaxin response, buffer zero. Potency, µM (highest dose often 57.5 µM), for the others: top-dose activation, usual class: activators. 370,000 tested, 0.3% active. AID 2676; active means well fitted activation curve with a large enough effect; inconclusive means small, poorly fitted or top-dose-only effect; further: potency means the concentration at half of the fitted maximal effect; on the % scale 0 is the no-effect control and ±100 the full control effect; nearly all actives have a fitted effect of over 60% in size; many of its hits are not listed in these tables
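Agonist response is measured as cAMP accumulation in an RXFP1-transfected HEK293T line under PDE4 inhibition. Values are scaled between buffer-only and 29 nM porcine relaxin, and EC50s come from standard Hill equation fits.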
RXFP1 antagonist: RXFP1 (human) relaxin receptor antagonism; Q9HBX9; HEK293-RXFP1, relaxin-stimulated cAMP HTRF, 30 min; hits give low values; activity change, negative = inhibition, % at 57.5 µM; 350,000 tested, 0.59% active;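 active means activity change of -60% or lower, but not beyond a set lower limit; inconclusive means change between -60% and -40%, or beyond the set limit; inactive means change above -40%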; further: on the % scale 0 is the no-effect control and ±100 the full control effect
D2 ag: agonists of human D2 dopamine receptor; AID 485358; activation, % at 2 µM; HEK293 T-REx D2 cells, calcium flux agonist mode; 340,000 tested, 0.53% active;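 active means activation over 3 SD above normal in the single-dose calcium agonist read, cut at about 30% in these data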; further: 0% is about no effect
Target sequence (P14416 whole entry, looked up): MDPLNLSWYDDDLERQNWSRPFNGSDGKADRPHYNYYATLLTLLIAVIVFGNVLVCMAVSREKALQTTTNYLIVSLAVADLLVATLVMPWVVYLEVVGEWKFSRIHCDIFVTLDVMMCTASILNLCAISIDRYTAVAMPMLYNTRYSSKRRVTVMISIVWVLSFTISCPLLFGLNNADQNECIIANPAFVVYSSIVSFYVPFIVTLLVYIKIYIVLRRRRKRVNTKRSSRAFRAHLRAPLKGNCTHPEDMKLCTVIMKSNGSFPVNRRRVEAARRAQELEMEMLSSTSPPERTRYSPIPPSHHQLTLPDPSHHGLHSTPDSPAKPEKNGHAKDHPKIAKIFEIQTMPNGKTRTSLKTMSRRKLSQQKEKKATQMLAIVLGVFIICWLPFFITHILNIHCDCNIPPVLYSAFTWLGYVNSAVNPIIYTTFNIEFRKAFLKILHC
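Calcium-flux readout, 1 cycle/sec over 180 s following compound pin transfer, in inducible HEK293 Trex D2 cells (force-coupled); dopamine controls included. Positive calcium responses during this window marked compounds as potential agonists.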
D1 ag: human D1 receptor agonism; P21728; HEK293 T-REx D1 cells, calcium flux, agonist mode; activation, % at 2 µM; 360,000 tested, 1% active; in the data active means activation above about 30%; further: 0% is about no effect
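Agonism was scored from calcium flux recorded over 180 s (1 read/s) after pintool compound addition, following a 10-cycle baseline. Cells were inducible force-coupled HEK293 TREx D1, plated overnight at 30 C and loaded with no-wash calcium dye.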
D2 antagonist: antagonists of human D2 dopamine receptor; P14416; HEK293 TREx D2 cells, calcium flux, dopamine EC80; inhibition, % at 10 µM; 340,000 tested, 2% active; in the data active means inhibition above about 30%; further: 0% is about no effect
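Inhibition of EC80 dopamine-driven calcium flux, recorded kinetically, defines activity here; cells are a tetracycline-induced HEK293 T-REx line expressing force-coupled D2.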
D2 PAM: positively modulates the human D2 dopamine receptor allosterically; P14416; HEK293 T-REx D2, calcium flux, EC20 dopamine potentiation; potentiation, % at 10 µM; 340,000 tested, 0.34% active;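 active means potentiation over 3 SD above the plate norm, cut at about 30% in these data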; further: 0% is about no effect
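Potentiation of an EC20 dopamine calcium response measured kinetically over 180 s, after a preceding 180 s compound-only read flagging agonists. Cells: inducible Hek293 Trex D2 line, 4000/well, cultured overnight at 30 C before dye loading.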
An asterisk follows results filed as active; ? = inconclusive; / = not tested or not shown.

SMILES | TRHR enhancer | D1 potentiator | D1 antag | RXFP1 agonist | RXFP1 antagonist | D2 ag | D1 ag | D2 antagonist | D2 PAM
Cn1c(=O)[nH]c(=O)c2c1nc(NCCCn1ccnc1)n2Cc1cccc(Br)c1 | 1 | -4 | -23 | 3.7% | -3 | 0.6 | 1 | -6 | 40*
COc1ccc(Cn2c(=O)oc3ccc(C)cc32)cc1OC | -5 | 0 | -16 | 7.7% | -19 | / | 24 | / | /
O=C(Cn1c(=O)nc(-c2ccccc2)c2ccccc21)NCCc1ccccc1 | 0 | 1 | -4 | 0.9% | 7 | -0.5 | 1 | / | 0
CN(C)C(=O)/C(=C\c1cccc(Oc2ccccc2)c1)NC(=O)c1ccccc1 | -1 | 0 | 5 | -0.6% | -14 | 3.1 | 0 | -10 | -9
CN1CCN(CC(=O)NC2CCCCC2)CC1 | 3 | 6 | 2 | -1.0% | 8 | 0.2 | 2 | -30 | 0
O=C(NC(=S)Nc1ccc(N2CCCCC2)cc1)c1ccco1 | 10 | -2 | -6 | 0.9% | -17 | 0.1 | 1 | 0 | 2
Cc1ccc(N(C(=O)c2snc(C(N)=O)c2N)C(C(=O)NCc2ccccc2)c2ccncc2)c(C)c1 (stereo not drawn) | 2 | 3 | 29 | 3.1% | 2 | / | -1 | / | 9
COc1ccccc1CCN1CCCC(CN(C)C(=O)CCC(=O)N(C)C)C1 (stereo not drawn) | -3 | -4 | 14 | 1.4% | -4 | -0.1 | 2 | 10 | -7
CC1Cc2nc(SCC(=O)NCC3CCCO3)n(-c3ccc(F)cc3)c(=O)c2S1 (stereo not drawn) | 6 | -2 | 7 | -0.2% | 0 | 3.7 | 1 | -11 | -3
O=C(Nc1nnc(-c2ccccc2SCc2ccccc2F)s1)Nc1ccccc1F | 12 | -3 | 8 | 0.1% | 4 | / | 1 | / | 1
O=C(NC(Cc1c[nH]c2ccccc12)C(=O)Nc1ccc(F)cc1)c1cccs1 (stereo not drawn) | 0 | -6 | 11 | 1.0% | -6 | / | 2 | / | /
Nc1ccc2nc(SCC(=O)Nc3ccc(N4CCOCC4)c(Cl)c3)sc2c1 | 5 | -4 | -34* | 0.5% | -20 | -1.4 | 18 | -6 | -2
COc1cc2c(cc1OC)C(C)N(Cc1ccc3c(c1)OCO3)CC2 (stereo not drawn) | -6 | -2 | 13 | -0.7% | 4 | -0.2 | -3 | -4 | -16
C=CCN1CC2(c3ccccc3)CN(CC=C)CC(c3ccccc3)(C1)C2=O | 7 | -1 | 5 | 3.4% | -15 | 0.2 | 2 | -5 | 10
Cc1ccc(CNC(=O)CSCc2nc(-c3cccc(C)c3)oc2C)cc1 | 6 | 1 | -10 | 1.7% | -28 | -1.7 | 6 | / | 16
Cc1ccc(NC(=O)CN(C)CC(=O)N(CC(C)C)c2c(N)n(CC(C)C)c(=O)[nH]c2=O)c(C)c1 | 4 | 1 | 1 | 0.3% | 0 | 0.6 | 0 | -10 | 5
O=C(Nc1ccc(OC(F)(F)F)cc1)C1=NCCN1 | 2 | -9 | 0 | 0.0% | / | 0.2 | 4 | 12 | 5
O=C(NCCc1cn2ccccc2n1)c1cc(COc2ccc3ncccc3c2)on1 | 7 | 2 | -27 | 5.5% | -16 | 0.5 | 9 | -11 | -2
Cc1[nH]c2ccccc2c1-c1csc(NC(=O)CSCC(=O)O)n1 | 5 | 1 | 17 | 0.2% | -1 | -1.7 | 1 | 10 | 1
Cc1oc(-c2cccc(F)c2)nc1CN1CCCCC1CCc1ccccn1 (stereo not drawn) | 6 | 0 | 2 | 1.0% | / | 0.5 | 3 | 13 | -22
Cc1ccc(NC(C)C(=O)N/N=C/c2ccc([N+](=O)[O-])s2)cc1 (stereo not drawn) | 7 | -1 | -14 | -3.8% | -10 | 1.0 | 0 | 2 | 8
NC(=O)NC(=O)COC(=O)c1ccccc1OCc1ccc(F)cc1 | 7 | 9 | 3 | 6.0% | -3 | -0.8 | 2 | 4 | 1
CC(C)(C)OC(=O)NCCCC[C@H](NC(=O)c1[nH]cnc1C(=O)Nc1ccc(CNC(=O)OC(C)(C)C)cc1)C(=O)OC(C)(C)C | 3 | -2 | -17 | 0.0% | / | 0.2 | 9 | 15 | -4
COc1ccc(N(C(C)C(=O)Nc2ccc(S(=O)(=O)N3CCOCC3)cc2)S(C)(=O)=O)cc1 (stereo not drawn) | -7 | 5 | 6 | -0.8% | -12 | 0.3 | 3 | -16 | 2
Cc1ccc(Nc2nnc(C3C(=O)N(C)C4(C)CC3c3cc(Br)ccc3O4)s2)cc1 (stereo not drawn) | 3 | 9 | 8 | 2.9% | -21 | / | 36* | / | /

Rewritten as a markdown table: two of the compounds above.
| molecule | TRHR enhancer | D1 potentiator | D1 antag | RXFP1 agonist | RXFP1 antagonist | D2 ag | D1 ag | D2 antagonist | D2 PAM |
| --- | --- | --- | --- | --- | --- | --- | --- | --- | --- |
| Cc1ccc(NC(=O)CN(C)CC(=O)N(CC(C)C)c2c(N)n(CC(C)C)c(=O)[nH]c2=O)c(C)c1 | 4 | 1 | 1 | 0.3% | 0 | 0.6 | 0 | -10 | 5 |
| O=C(Nc1ccc(OC(F)(F)F)cc1)C1=NCCN1 | 2 | -9 | 0 | 0.0% | / | 0.2 | 4 | 12 | 5 |

Additional records:
SMILES | TRHR enhancer | D1 potentiator | D1 antag | RXFP1 agonist | RXFP1 antagonist | D2 ag | D1 ag | D2 antagonist | D2 PAM
Cc1cccc2sc(N(Cc3cccnc3)C(=O)c3cccs3)nc12 | -1 | 0 | / | 1.5% | 0 | 0.2 | -1 | / | 3
COc1ccc(NC(=O)c2sccc2C)c([N+](=O)[O-])c1 | -5 | 1 | -3 | -0.4% | 3 | / | 2 | / | 12
Cc1ccc(C(c2nnnn2Cc2cccs2)N2CCN(C(=O)c3ccco3)CC2)cc1 (stereo not drawn) | 2 | -8 | -10 | 0.1% | 6 | 2.1 | 1 | -12 | -5
CC(C)CN(C(=O)COC(=O)CNC(=O)c1ccc(Cl)cc1)C1CCS(=O)(=O)C1 (stereo not drawn) | -2 | 1 | 8 | -0.6% | -14 | 1.7 | 4 | 2 | 1
CCN(C(=O)c1cn(CC)c(=O)c2cc(OC)c(OC)cc12)c1ccc(C)c(C)c1 | 4 | 0 | -11 | 0.0% | / | -2.8 | 3 | / | 1
CN1C(=O)CSc2ccc(NC(=O)NCc3cccnc3)cc21 | -5 | 1 | -5 | 4.7% | -11 | -0.8 | 3 | 4 | -11
O=C(COc1ccccc1)N1CCN(C(=O)COc2ccccc2)CC1 | 11 | 8 | 2 | 5.7% | 2 | 0.1 | -2 | -17 | 30
O=C1CSC(c2ccccc2F)N1 (stereo not drawn) | 15 | 0 | 4 | 1.8% | 4 | -2.0 | 4 | 7 | 5
CC(=O)c1cccc(NC(=O)CCc2nnc3ccc(N4CCN(C)CC4)nn23)c1 | 1 | -11 | -2 | ? | -4 | -0.3 | 3 | -9 | -7
C=Cn1c(C(=O)O)ccc1-c1ccc(CC)cc1 | 0 | 1 | 5 | -2.8% | 6 | / | 5 | / | /
O=C(O)CC1(CC(=O)Nc2cc(F)ccc2Cl)CCCCC1 | -1 | 0 | 11 | 2.7% | 2 | -1.1 | 1 | -15 | 6
O=S(=O)(c1ccc(Cl)cc1)c1nnn2c1nc(NC1CCCCC1)c1sccc12 | -10 | -4 | -7 | ? | 2 | 0.0 | 1 | / | -14
Cc1cc(C)n(CC(=O)N/N=C/c2ccc(C)o2)n1 | 8 | -4 | -7 | -1.2% | -6 | -1.0 | 2 | 8 | 7
Cc1cccc(N2CCN(C(=O)Cn3ccc4ccccc4c3=O)CC2)c1C | 2 | 3 | 17 | 2.3% | -8 | 1.1 | -2 | -14 | -2
COc1ccc(CN2CCN(Cc3nc4ccccc4s3)CC2CCO)c(C)c1C (stereo not drawn) | 0 | 4 | -22 | -0.6% | -14 | 0.2 | 8 | 10 | 4
CC(=O)N1c2ccc(S(=O)(=O)N3CCCCC3)cc2CC1C(=O)NCc1ccccc1C (stereo not drawn) | -1 | -4 | -3 | 2.2% | 3 | 0.0 | 4 | -4 | 5
Cc1ccc(-n2nnnc2CN2CCCCC2)cc1 | 5 | -4 | -16 | -1.3% | -6 | 0.0 | 0 | 38* | 1
Cc1oc2ncn(CC(C)C)c(=O)c2c1C(=O)NCCCN1CCCCC1C (stereo not drawn) | 17 | -4 | -2 | 0.0% | / | / | 1 | / | -4
Cc1ccccc1-c1noc(CSc2nc3ccccc3[nH]2)n1 | 4 | -2 | 5 | 1.6% | / | 0.1 | 3 | / | 4
O=C(Nc1nccs1)c1ccc2c(c1)OCO2 | 30 | -1 | 3 | ? | -2 | 0.9 | 0 | -4 | 3
CN(CC(=O)Nc1ccc(F)cc1)C(=O)c1ccccc1OCc1ccc(F)cc1 | -6 | 5 | -3 | -1.1% | 2 | 0.0 | 2 | 2 | -4
C=CCn1c(N2CCCCCC2)nc2c1c(=O)[nH]c(=O)n2C | -3 | -4 | 2 | -0.2% | -6 | 1.2 | -1 | 13 | 16
Cc1nn(-c2ccccc2)c(N)c1N=Nc1ccc(Cl)cc1 | -1 | 11 | -10 | -2.8% | -13 | 0.4 | 6 | 5 | -4

An excerpt from above in order of SMILES length, rising:
SMILES | TRHR enhancer | D1 potentiator | D1 antag | RXFP1 agonist | RXFP1 antagonist | D2 ag | D1 ag | D2 antagonist | D2 PAM
O=C1CSC(c2ccccc2F)N1 (stereo not drawn) | 15 | 0 | 4 | 1.8% | 4 | -2.0 | 4 | 7 | 5
Cc1ccc(-n2nnnc2CN2CCCCC2)cc1 | 5 | -4 | -16 | -1.3% | -6 | 0.0 | 0 | 38* | 1
C=Cn1c(C(=O)O)ccc1-c1ccc(CC)cc1 | 0 | 1 | 5 | -2.8% | 6 | / | 5 | / | /
Cc1cc(C)n(CC(=O)N/N=C/c2ccc(C)o2)n1 | 8 | -4 | -7 | -1.2% | -6 | -1.0 | 2 | 8 | 7
Cc1ccccc1-c1noc(CSc2nc3ccccc3[nH]2)n1 | 4 | -2 | 5 | 1.6% | / | 0.1 | 3 | / | 4
Cc1cccc2sc(N(Cc3cccnc3)C(=O)c3cccs3)nc12 | -1 | 0 | / | 1.5% | 0 | 0.2 | -1 | / | 3
Cc1cccc(N2CCN(C(=O)Cn3ccc4ccccc4c3=O)CC2)c1C | 2 | 3 | 17 | 2.3% | -8 | 1.1 | -2 | -14 | -2
CC(=O)c1cccc(NC(=O)CCc2nnc3ccc(N4CCN(C)CC4)nn23)c1 | 1 | -11 | -2 | ? | -4 | -0.3 | 3 | -9 | -7
Cc1ccc(C(c2nnnn2Cc2cccs2)N2CCN(C(=O)c3ccco3)CC2)cc1 (stereo not drawn) | 2 | -8 | -10 | 0.1% | 6 | 2.1 | 1 | -12 | -5
CC(=O)N1c2ccc(S(=O)(=O)N3CCCCC3)cc2CC1C(=O)NCc1ccccc1C (stereo not drawn) | -1 | -4 | -3 | 2.2% | 3 | 0.0 | 4 | -4 | 5

High-throughput results from PubChem.

The list is partial (hit frequency here may not be typical).
